Screening data from PubChem.
TSHR antag = antagonists of human thyroid stimulating hormone receptor; P16473; TSHR-expressing cells, TSH-stimulated cAMP HTRF, 2 h; active compounds read low; hit rate 0.2% among 330,000; activity change, negative = inhibition, % at 11.5 µM; AID 504810;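 active = activity change below a set negative limit, meaning inhibition stronger than a set level, cut at about -70% in these data; inconclusive = activity change between two set negative limits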; also: % is scaled to controls: 0 for no effect and ±100 for the full control effect
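Competitive HTRF cAMP read-out (cryptate anti-cAMP antibody, cAMP-d2; 30 min, room temperature) in freshly harvested TSHR cells. Compounds added before TSH at EC80 (4nM final), followed by 2 hours' incubation at 37 deg C.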
A-T KAP1 phos = potential ataxia-telangiectasia treatments restoring KAP-1 phosphorylation. […] A-T fibroblasts, KAP-1 phosphorylation AlphaLISA; neocarzinostatin DNA damage 30 min before lysis. Potency, µM (highest dose often 57.5 µM), for the others: at the highest dose activation, usual class: activators. hit rate 0.19% among 320,000. AID 485349; also: potency is read from the fitted curve at half-maximal effect; % of control where 0% means no effect; nearly all actives have a fitted effect of over 45% in size
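hTERT-immortalized A-T patient fibroblasts ([…]), 500 cells/well in OPTI-MEM, 1% FBS, got compounds for 60 min, then NCS for 30 min at 37C. Lysates were then assayed for phospho-KAP-1 by AlphaLISA (anti-pKAP1 donor, anti-KAP1 acceptor beads), 6 hr at 25C.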
KCNH2 WT inh = blocks the wildtype human KCNH2 potassium channel; U2OS, BacMam KCNH2, thallium flux FluxOr; active compounds read low; Q12809; hit rate 0.37% among 340,000; activity change, % at 1.84 µM;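 active = maximum activity change below -70%; inconclusive = maximum activity change between -70% and -50%; inactive = maximum activity change above -50%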; also: % is scaled to controls: 0 for no effect and ±100 for the full control effect
Target sequence (Q12809 whole entry, looked up): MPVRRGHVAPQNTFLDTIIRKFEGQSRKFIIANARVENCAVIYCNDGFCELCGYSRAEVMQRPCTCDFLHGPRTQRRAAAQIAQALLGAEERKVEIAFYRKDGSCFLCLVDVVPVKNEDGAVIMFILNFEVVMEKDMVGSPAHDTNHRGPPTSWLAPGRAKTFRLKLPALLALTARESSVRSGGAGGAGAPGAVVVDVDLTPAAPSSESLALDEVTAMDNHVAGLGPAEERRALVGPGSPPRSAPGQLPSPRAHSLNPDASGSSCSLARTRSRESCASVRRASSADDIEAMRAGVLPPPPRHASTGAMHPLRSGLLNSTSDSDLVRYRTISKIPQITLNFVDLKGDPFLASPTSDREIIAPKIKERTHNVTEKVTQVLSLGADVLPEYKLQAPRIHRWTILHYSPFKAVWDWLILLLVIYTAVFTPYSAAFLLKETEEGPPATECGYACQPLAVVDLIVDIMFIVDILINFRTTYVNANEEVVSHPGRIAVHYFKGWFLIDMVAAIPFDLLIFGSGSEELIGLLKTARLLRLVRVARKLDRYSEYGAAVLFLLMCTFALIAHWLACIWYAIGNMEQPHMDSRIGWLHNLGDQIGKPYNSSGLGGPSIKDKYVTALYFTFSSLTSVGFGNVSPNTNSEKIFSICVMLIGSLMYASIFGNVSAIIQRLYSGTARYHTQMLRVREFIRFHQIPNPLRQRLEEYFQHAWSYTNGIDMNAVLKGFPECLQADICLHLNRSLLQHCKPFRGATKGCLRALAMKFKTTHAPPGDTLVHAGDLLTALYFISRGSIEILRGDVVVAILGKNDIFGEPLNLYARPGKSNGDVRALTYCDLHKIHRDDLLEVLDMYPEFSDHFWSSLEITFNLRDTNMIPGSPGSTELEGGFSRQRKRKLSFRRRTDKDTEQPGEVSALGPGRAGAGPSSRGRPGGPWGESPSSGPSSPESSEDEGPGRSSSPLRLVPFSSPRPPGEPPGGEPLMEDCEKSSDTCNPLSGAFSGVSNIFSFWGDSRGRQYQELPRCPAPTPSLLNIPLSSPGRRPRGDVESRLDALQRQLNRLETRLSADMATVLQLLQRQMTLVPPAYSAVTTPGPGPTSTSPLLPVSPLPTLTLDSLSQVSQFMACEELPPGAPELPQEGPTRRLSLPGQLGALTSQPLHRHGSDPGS
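U2OS cells transduced with wild-type KCNH2 virus are loaded with FluxOr dye for 45 min, and thallium flux is measured in kinetic reads before and after stimulation buffer. Rate constants are normalized to DMSO controls.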
MLL CXXC-DNA inh = MLL CXXC-DNA interaction inhibition | Potency, µM (top dose mostly 115 µM), for the others: top-dose activity change, negative = inhibition, hits mostly inhibitors | MLL-CXXC / FITC-HOXA9 DNA fluorescence polarization | Q03164 | hit rate 0.037% among 290,000; active = well fitted inhibition curve with a large enough effect in the polarisation, with a control signal flat, not every such curve was filed as active; inconclusive = small, poorly fitted or top-dose-only effect, or effect the other way, or a change in a side signal; inactive = no such curve, though single readings can be large or run the other way; the % refers to the polarisation; also: potency is read from the fitted curve at half-maximal effect
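Steps: dispense CXXC domain solution (7 uM) → pin compounds or unlabeled HOX-A9 DNA control → 5 min ambient → add FLSN-HOX-A9 solution (50 nM) → spin → 30 min ambient → fluorescence polarization. Tris pH 7.5/NaCl/DTT/BSA buffer.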
Tb PFK block = blocks T. brucei phosphofructokinase; hit rate 0.17% among 330,000; AID 485367; T. brucei PFK, ADP-Glo luminescence; Potency, µM (top dose mostly 57.5 µM), for inactives: top-dose activity, negative = inhibition, actives largely listed as inhibitors; O15648;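 also: potency is read from the fitted curve at half-maximal effect; 0% = uninhibited 1x PFK enzyme wells and -100% = no-enzyme wells; nearly all actives have a fitted effect of over 60% in size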
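1.25 nM PFK with 0.5 mM F6P and 0.1 mM ATP in 0.1 M TEA pH 8.0, 5 mM MgCl2, incubated 45 min at room temperature; ADP measured by ADP-Glo luminescence; compounds titrated up to 57 uM.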
FBPA coupling cs = coupling enzyme interference in Giardia aldolase counter-screen. hit rate 0.67% among 290,000. coupling enzyme system counterscreen, AmpLite Red fluorescence. activity change, negative = inhibition, % at 58.2 µM, hits read low. AID 2472; in the data active = activity change below about -30%; also: % is scaled to controls: 0 for no effect and ±100 for the full control effect
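Fluorescence at 525 nm excitation and 598 nm emission measured inhibition of the coupled detection system without aldolase. Compounds (at 57.5 uM final) were preincubated 10 min at room temperature with coupling enzyme reagent before a 20 min substrate/AmpLite Red step.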
GALK inhibitor = inhibitors of human galactokinase; P51570; Purified GALK, Kinase-Glo residual ATP luminescence; Potency, µM (top dose mostly 57.5 µM), without a hit: at the highest dose activity change, negative = inhibition, hits mostly inhibitors; hit rate 0.007% among 270,000; also: potency is read from the fitted curve at half-maximal effect; % is scaled to controls: 0 for no effect and ±100 for the full control effect
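Human GALK (5 nM) with 35 uM ATP and 100 uM galactose in 20 mM HEPES pH 8.0, 5 mM MgCl2, 60 mM NaCl, 1 mM DTT, 0.01% BSA. After 1 h at room temperature, leftover ATP was read by Kinase-Glo Plus luminescence.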
Chronic BCR inh = chronic active BCR signaling inhibition. ABC-DLBCL IkBa-CBG/CBR reporter, luminescence ratio, 4 h. hit rate 0.05% among 340,000. Potency, µM (series often up to 46.1 µM), without a hit: top-dose ratio change, negative = lower green/red ratio, most hits filed as inhibitors; active = well fitted inhibition curve with a large enough effect in the signal ratio, with a control signal flat, not every such curve was filed as active; inconclusive = small, poorly fitted or top-dose-only effect, or effect the other way, or a change in a side signal; the % refers to the signal ratio;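 also: potency is read from the fitted curve at half-maximal effect; plate controls were basal doxycycline-induced cells for no effect and cells given 10 µM MG132 for full effect; MG132 reads +100%, hits lower the ratio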
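Concentration-response series (up to 46 uM) were applied to TMD8 dual-reporter cells for 4 h at 37C with doxycycline. Green/red ratio, after filter-overlap correction, defined %Activity; red signal alone was normalised to basal cells and zero luminescence.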
TCR activator = activators of T cell receptors. primary human leukocytes, anti-CD3, IL-2 HTRF, 48 h. Potency, µM (doses to about 9.22 µM), for inactives: at the highest dose activation of IL-2 secretion, most hits filed as activators. 330,000 tested, under 10 active. AID 504894; also: % of control where 0% means no effect
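Compounds are tested in HTS on primary human leukocytes co-incubated with a-CD3 beads for 48 hr. IL-2 output is measured by time-resolved FRET.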
Giardia kill = kills Giardia lamblia; Giardia lamblia trophozoite viability; activity change, % at 7.66 µM, hits read low; hit rate 0.15% among 340,000; in the data active = activity change below about -80%; inconclusive = between about -30% and that limit;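 also: parasites exposed to compound for two days anaerobically before the ATP read; % is scaled to controls: 0 for no effect and ±100 for the full control effect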
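Luminescent ATP signal served as the viability read-out, measured 15-30 min after adding ATP detection reagent to trophozoites that had been incubated with compounds for 48 hrs at 37 deg C anaerobically at 100 cells/well.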
The depositor's hits bear a star; ? = inconclusive; · = not tested or not shown; [ ] = dose if it differs, or a comment. Unless noted, calls follow the shape of the dose curve; as a rule, active = well fitted curve in the direction sought with a large enough effect; inconclusive = small, poorly fitted or top-dose-only effect, or another doubt; inactive = no such curve, though single readings can be large; an effect the other way counts as inactive or inconclusive.

Values run as follows: TSHR antag	A-T KAP1 phos	KCNH2 WT inh	MLL CXXC-DNA inh	Tb PFK block	FBPA coupling cs	GALK inhibitor	Chronic BCR inh	TCR activator	Giardia kill
> C=CCSc1nnc(-c2cccc3ccccc23)o1
 : 17.6	-14.4%	·	·	0.0%	·	·	?	-1.7%	9.4
> Cn1c(=O)c2c(nc(NCCO)n2CCc2ccccc2)n(C)c1=O
 : -5.6	-3.9%	-12.5	-3.0%	3.4%	1.7	0.3%	2.6%	·	-3.9
> O=C(NC1CC1)C1CCN(Cc2cnn(-c3ccccc3)c2-n2cccc2)CC1
 : 2.2	·	1.0	19.1%	1.1%	1.0	7.0%	11.1%	1.9%	12.2
> CCCN(Cc1ccccc1)C(=S)Nc1ccc(OCC)cc1
 : -6.8	6.7%	10.8	6.0%	4.6%	0.3	-2.4%	-7.5%	-5.4%	-2.1
> C/C(=N\NC(N)=S)C1(C)CC2(CC(C)(C)OC2=O)C(=O)O1 (stereo not given)
 : -4.0	-0.1%	2.9	-18.6%	0.0%	3.7	-3.1%	?	-2.4%	-27.1
> CCN(CC)S(=O)(=O)c1cccc(-c2nnc(SCC(=O)NCCC3=CCCCC3)n2N)c1
 : -7.0	-2.1%	-0.3	-1.6%	-1.0%	-1.1	-1.4%	6.2%	7.6%	-1.2
> COc1ccc(N(Cc2cc3cccc(C)c3[nH]c2=O)S(=O)(=O)c2ccc(Cl)cc2)cc1
 : -11.2	8.7%	1.1	8.9%	5.4%	-1.9	-0.9%	2.0%	2.9%	-10.9
> Cc1ccccc1CN(C)CCc1ccccn1
 : 1.3	-1.2%	32.4	6.2%	-5.9%	-1.1	-0.6%	-1.7%	-0.9%	1.1
> COc1ccccc1-n1ccnc(SCC(=O)NC2CCCCC2)c1=O
 : 12.8	-11.5%	7.0	·	6.5%	·	·	?	12.8%	1.5
> CSc1nc(=O)n2cccc(C)c2n1
 : -5.0	-0.8%	-5.3	-0.4%	-0.5%	-0.2	-1.5%	?	·	12.5
> CCOc1cc(C)c(C(C)C)cc1S(=O)(=O)N1CCOCC1
 : -9.4	-1.6%	-4.3	-3.1%	24.5%	3.9	0.0%	5.1%	-1.8%	-14.8
> O=C1NC(Nc2nccs2)(C(F)(F)F)C(=O)N1CCc1ccccc1 (stereo not given)
 : 1.6	-6.1%	0.1	1.7%	0.2%	-0.2	-0.5%	-0.8%	-6.3%	-0.5
> FC(F)(F)c1cccc(Nc2ncnc3ccccc23)c1
 : -22.7	-2.3%	-7.6	-3.5%	0.8%	-4.8	-1.6%	?	-1.6%	-2.9
> Cc1ccnc(NS(=O)(=O)c2cccc3nsnc23)c1
 : 6.8	-0.5%	-6.1	1.1%	16.3%	-1.5	-0.7%	-4.0%	-0.7%	0.8
> O=C(c1ccc([N+](=O)[O-])cc1)N1CCSC1c1ccc(Br)cc1 (stereo not given)
 : 1.5	-2.4%	6.3	-2.9%	6.0%	-0.3	-1.4%	4.2%	7.2%	3.3
> CC(C)Sc1nnc(-c2ccc(S(=O)(=O)N3CCOCC3)cc2)n1C
 : 7.2	3.2%	-9.3	0.2%	-0.2%	-1.9	16.5%	-1.8%	1.9%	-19.6
> Cc1cc(C(=O)OCC(=O)c2cccc([N+](=O)[O-])c2)c2ccccc2n1
 : 2.6	8.8%	-3.0	18.0%	-7.1%	1.8	1.0%	?	-2.4%[46.1 µM]	-6.0
> Cc1csc(NC(=O)C2=NN(c3ccccc3)C(=O)CC2)n1
 : 1.8	-10.3%	-5.2	-5.6%	0.5%	-0.5	2.4%	1.0%	0.2%	15.0
> Nc1nc(SCc2ccccc2Cl)n[nH]1
 : -9.0	-0.4%	1.6	1.1%	5.5%	-2.5	0.1%	0.7%	·	-1.9
> Cc1ccc(O)c(NC(=O)c2cc([N+](=O)[O-])ccc2Cl)c1
 : -7.1	-1.9%	3.5	11.9%	-1.8%	-4.2	-2.7%	?	-1.2%	-5.9
> C=CCn1c(SCC(=O)N2CCOCC2)nc(O)c(Cc2ccccc2)c1=O
 : 14.3	-3.6%	0.9	-6.0%	1.9%	2.1	5.7%	1.0%	0.2%	3.7
> O=C1C=C(c2ccc(Oc3ccccc3)cc2)C[C@@H](c2ccc3c(c2)OCO3)C1
 : -15.3	-2.3%	-14.8	·	0.0%	·	·	2.4%	-4.7%	-3.1
> C=C(C)Cc1c(C)c(C#N)c2nc3ccccc3n2c1NCCCN(C)C
 : -1.0	8.3%	-3.7	-4.7%	-19.9%	1.4	0.2%	18.4%	-0.2%	-21.2
> CCOC(=O)N=Nc1c(O)n(Cc2ccccc2)c2ccccc12
 : -2.8	-2.1%	·	3.4%	1.0%	-1.1	1.1%	-11.5%	3.7%	-22.9
> CN(C)CCN(Cc1ccccc1)S(=O)(=O)c1ccc(-c2ccc(=O)[nH]n2)s1
 : 8.0	-1.9%	51.5	-2.4%	1.4%	2.3	-0.6%	-2.8%	-3.8%	-17.4
> CCCCc1c(C)c2ccc(OCC(C)=O)cc2oc1=O
 : -12.7	2.6%	-17.2	1.3%	-7.9%	-2.6	-0.8%	?	4.8%	-23.8
> c1ccc2c(-c3nn4nnnc4c4ccccc34)cccc2c1
 : 4.3	·	-12.6	12.2%	0.9%	0.3	1.3%	-4.2%	-7.7%	5.4
> COc1ccc(OC)c(S(=O)(=O)Nc2c(NC3CCCCC3)c3ccccc3oc2=O)c1
 : 13.9	-7.2%	-9.1	5.7%	3.4%	·	-3.1%	?	-0.2%	0.7
> CCOc1ccc(NC(=O)COC(=O)c2ccc3ncsc3c2)cc1OCC
 : -6.3	5.6%	-7.4	·	-24.7%	·	·	-10.3%	2.9%	-14.8
> CN(C)S(=O)(=O)c1cc(NC(=O)COC(=O)CC2Sc3ccccc3NC2=O)ccc1Cl (stereo not given)
 : -8.6	-5.8%	-4.1	·	2.3%	·	·	?	-0.6%	-9.9
> COc1ccc2c(c1)[nH]c1c(=O)n(/N=C/c3ccc(OC)c(CN4CCCCC4)c3)cnc12
 : -2.0	19.2%	9.4	11.2%	-6.2%	2.8	5.5%	-10.3%	1.0%	57.2[activator]
> CCOC(=O)c1ccc(NC(=O)Nc2ccc(S(N)(=O)=O)cc2)cc1
 : 2.3	6.5%	-18.4	2.5%	-0.6%	-0.9	-0.9%	12.0%	·	11.5
> COc1cc(C2N(Cc3ccccc3)CCN2Cc2ccccc2)ccc1OC(C)=O
 : 1.8	-3.8%	-0.3	8.0%	-4.2%	1.5	3.9%	?	1.5%	-7.9
> CCOc1ccc2oc(C(=O)NC3CCN(Cc4ccccc4)CC3)c(C)c2c1
 : 3.4	-3.2%	24.9	8.8%	0.8%	1.1	-6.0%	-3.0%	0.4%	4.7
> N#CCOC(=O)C1CCN(S(=O)(=O)c2ccc3c(c2)OCCO3)CC1
 : -3.9	2.8%	-6.5	·	9.0%	·	·	-13.9%	2.9%	13.6
> Cc1ccc(C(=O)C(O)C(c2ccc(C)cc2)N2CCCCC2)cc1 (stereo not given)
 : -3.8	0.3%	13.4	-2.9%	4.1%	0.6	-1.7%	-2.4%	-0.2%	-13.9
> CC(C)CNC(=O)c1ccc2c(c1)C(=O)N(C1CCCCC1)C2=O
 : 9.0	-6.3%	-6.8	0.3%	-2.4%	3.0	-1.6%	6.1%	·	16.5
> COc1cc(C2NC(=O)NC(O)(C(F)(F)F)C2C(C)=O)cc(OC)c1OC (stereo not given)
 : 44.3	0.5%	-185.6*	1.0%	-0.5%	1.5	-1.3%	1.0%	1.8%	-12.5
> Cc1ccc(CS(=O)(=O)CCC(=O)NCCN2CCCCC2C)cc1 (stereo not given)
 : -39.3	6.4%	-7.0	5.2%	2.3%	3.2	-1.1%	2.9%	0.8%	11.9
> CC(=O)Nc1ccc2nc(CN3CCN(CC=C(C)C)C(CCO)C3)ccc2c1 (stereo not given)
 : 14.8	6.8%	-15.0	7.4%	0.5%	0.3	1.3%	-0.3%	1.4%	-12.7
